D1 ag = Allosteric Agonists of the Human D1 Dopamine Receptor: qHTS. D(1A) dopamine receptor (Homo sapiens), P21728. HEK293 T-REx D1 cells, calcium flux, agonist mode. activation, % at 2 µM. 1% of 360,000 active; in the data active means activation above about 30%; further: 0% is about no effect
Target sequence (P21728 whole entry, looked up): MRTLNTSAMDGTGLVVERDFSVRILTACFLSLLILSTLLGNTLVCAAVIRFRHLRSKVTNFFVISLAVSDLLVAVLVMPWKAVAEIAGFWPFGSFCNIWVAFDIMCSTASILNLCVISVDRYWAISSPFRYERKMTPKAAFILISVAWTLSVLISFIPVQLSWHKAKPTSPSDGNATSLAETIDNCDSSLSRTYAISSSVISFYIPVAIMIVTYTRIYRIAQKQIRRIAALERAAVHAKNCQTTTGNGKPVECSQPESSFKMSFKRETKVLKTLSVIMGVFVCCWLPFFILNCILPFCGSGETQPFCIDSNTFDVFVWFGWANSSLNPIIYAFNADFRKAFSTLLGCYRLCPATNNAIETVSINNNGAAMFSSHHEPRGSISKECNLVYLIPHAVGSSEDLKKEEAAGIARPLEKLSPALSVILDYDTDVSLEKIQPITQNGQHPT
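Inducible HEK293 T-REx D1 cells, force-coupled to calcium signalling, were plated at 4000 cells/well with tetracycline and held overnight at 30 C. After no-wash calcium dye loading, compound-evoked calcium rise over 180 s flagged agonists.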
RXFP1 agonist = qHTS Assay for Agonists of the Relaxin Receptor RXFP1. Relaxin receptor 1 (Homo sapiens), Q9HBX9. HEK293T-RXFP1 cAMP TR-FRET, 30 min; response scale: percent of porcine relaxin response, buffer zero. Potency, µM (top dose mostly 57.5 µM), inactives show at the top dose activation, actives largely listed as activators. 0.3% of 370,000 active; further: potency means the concentration at half of the fitted maximal effect; on the % scale 0 is the no-effect control and ±100 the full control effect; nearly all actives have a fitted effect of over 60% in size; many of its hits are not listed in these tables
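Agonist response is measured as cAMP accumulation in an RXFP1-transfected HEK293T line under PDE4 inhibition. Values are scaled between buffer-only and 29 nM porcine relaxin, and EC50s come from standard Hill equation fits.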
D1 antag = Antagonist of Human D 1 Dopamine Receptor: qHTS. HEK293 TREx D1 cells, calcium flux, dopamine EC80; hits give low values. AID 504652, 2011. D(1A) dopamine receptor (Homo sapiens), P21728. activity change, negative = inhibition, % at 10 µM. 3.2% of 360,000 active; in the data active means activity change below about -30%; further: on the % scale 0 is the no-effect control and ±100 the full control effect
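Using tetracycline-induced force-coupled D1 Hek293 cells and a calcium dye, signals were followed for 180 s after compound, then for 180 s after EC80 dopamine, to detect inhibitors.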
D1 PAM = Potentiators of Human D1 Dopamine Receptor: qHTS; HEK293 TREx D1 cells, calcium flux, dopamine EC20 potentiation; potentiation, % at 10 µM; 0.036% of 360,000 active; AID 504651, 2011; in the data active means potentiation above about 30%; further: 0% is about no effect
Apoferritin bind = qHTS Assay for Identification of Novel General Anesthetics. Ferritin light chain (Equus caballus), P02791. apoferritin/1-aminoanthracene competitive binding, fluorescence. Potency, µM (series often up to 77.5 µM), inactives show at the top dose activity change, negative = displacement, actives largely listed as inhibitors. 0.074% of 350,000 active. AID 485281, 2010; further: potency means the concentration at half of the fitted maximal effect; on the % scale 0 is the no-effect control and ±100 the full control effect; nearly all actives have a fitted effect of over 20% in size
Target sequence (P02791 2-175 limits assumed): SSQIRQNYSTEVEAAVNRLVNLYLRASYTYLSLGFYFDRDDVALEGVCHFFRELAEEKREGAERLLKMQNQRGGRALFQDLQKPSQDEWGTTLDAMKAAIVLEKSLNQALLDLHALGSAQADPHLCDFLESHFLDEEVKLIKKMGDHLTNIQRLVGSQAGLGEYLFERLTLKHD
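Steps: apoferritin (10 uM) was premixed with half-saturated 1-AMA in PBS, compounds were pin-transferred, plates stood 10 min at room temperature, fluorescence was read at 380/535 nm, and curves were fitted with a Hill equation.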
RXFP1 antag = qHTS Assay for Antagonists of the Relaxin Receptor RXFP1; Relaxin receptor 1 (Homo sapiens), Q9HBX9; HEK293-RXFP1, relaxin-stimulated cAMP HTRF, 30 min; hits give low values; activity change, negative = inhibition, % at 57.5 µM; 0.59% of 350,000 active;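 active means activity change of -60% or lower, but not beyond a set lower limit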; further: on the % scale 0 is the no-effect control and ±100 the full control effect
TRHR enhancer = qHTS for Small Molecule Agonists and Allosteric Enhancers of Human TRH Receptor: Primary Screen for Enhancers; TRHR cells, fluo-8 calcium fluorescence, EC20 TRH enhancement; enhancement, % at 2 µM; 0.66% of 360,000 active; AID 493056, 2011; in the data active means enhancement above about 30%; further: 0% is about no effect
Target sequence (P34981 whole entry, looked up): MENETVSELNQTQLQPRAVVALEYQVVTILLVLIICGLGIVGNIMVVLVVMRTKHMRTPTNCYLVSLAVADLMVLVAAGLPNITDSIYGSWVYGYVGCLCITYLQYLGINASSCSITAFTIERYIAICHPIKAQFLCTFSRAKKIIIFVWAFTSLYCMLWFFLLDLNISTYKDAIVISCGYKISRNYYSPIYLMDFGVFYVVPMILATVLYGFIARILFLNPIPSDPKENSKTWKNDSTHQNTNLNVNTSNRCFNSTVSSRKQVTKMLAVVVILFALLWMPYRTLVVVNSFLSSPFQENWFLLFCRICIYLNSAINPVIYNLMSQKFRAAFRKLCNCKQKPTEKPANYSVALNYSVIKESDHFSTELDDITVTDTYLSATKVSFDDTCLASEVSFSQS
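Enhancer read-out: after compound pinning and an initial kinetic agonist-mode read, an EC20 of TRH (10 nM final) was injected and fluo-8 calcium signal (Ex 480/Em 530) followed at 1 s/cycle for 100 cycles in TRHR-expressing cells.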
D2 PAM = HTS Assay for Positive Allosteric Modulators of the Human D2 Dopamine Receptor: Primary Screen for Potentiators. HEK293 T-REx D2, calcium flux, EC20 dopamine potentiation. potentiation, % at 10 µM. AID 485347, 2010. D(2) dopamine receptor (Homo sapiens), P14416. 0.34% of 340,000 active;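 active means potentiation over 3 SD above the plate norm, cut at about 30% in these data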; further: 0% is about no effect
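Tetracycline-induced HEK293 T-REx cells force-coupled to calcium signalling expressed D2; compounds were pin-added after a 10 s baseline, read kinetically 180 s, then an EC20 dopamine challenge followed with a further 180 s calcium read.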
TRHR ag = qHTS for Small Molecule Agonists and Allosteric Enhancers of Human TRH Receptor: Primary Screen for Agonists. TRHR cells, calcium flux fluo-8, FDSS agonist mode. activation, % at 2 µM. 0.18% of 360,000 active. AID 493084, 2011; in the data active means activation above about 30%; further: 0% is about no effect
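TRHR-expressing cells, plated overnight in medium with 10% serum, were loaded with fluo-8 calcium dye at room temperature. After a 10 s baseline, library compound was pin-added and calcium release was recorded kinetically (ex 480/em 530) as agonist response.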
* hit, by the source's call; & = joins results of further samples; [ ] = another dose, or the depositor's remark. Unless noted, the call rests on the fitted dose curve; in most records, active means well fitted curve in the direction sought with a large enough effect; inconclusive means small, poorly fitted or top-dose-only effect, or another doubt; inactive means no such curve, though single readings can be large; an effect the other way counts as inactive or inconclusive. This is a subset; count on the stated rates, not on these rows.

Screening O=C(Nc1ccc(F)cc1)Nc1ccccc1C(=O)NCCN1CCNC1=O returned D1 ag 2, RXFP1 agonist 3.5%, D1 antag -4, D1 PAM -1, Apoferritin bind 4%, RXFP1 antag -20, TRHR enhancer -7, D2 PAM 3 and TRHR ag 0.1.
`CCOc1ccccc1Nc1nc2ccc(C)cc2n2cnnc12` gave D1 ag 0, RXFP1 agonist 0.7%, D1 antag -8, D1 PAM 2, Apoferritin bind -8%, RXFP1 antag 0, TRHR enhancer 0, D2 PAM 8 and TRHR ag -0.3.
Screening CC(C)(C)NCCCCOc1ccccc1F returned D1 ag 3, RXFP1 agonist 3.4%, D1 antag -14, D1 PAM -8, Apoferritin bind -13%, RXFP1 antag 28, TRHR enhancer -3, D2 PAM -8 and TRHR ag 1.7.
`O=C(COC(=O)c1cn(-c2ccccc2)nc1-c1ccccc1)c1cccc([N+](=O)[O-])c1` gave D1 ag 2, RXFP1 agonist 2.5%, D1 antag -10, D1 PAM 2, Apoferritin bind -17%, RXFP1 antag -5, TRHR enhancer -1, D2 PAM 2 and TRHR ag 0.2.
Screening CCCCN(C)C(=O)CN1C(=O)CCn2nc(-c3cn(C)c4ccccc34)cc21 returned D1 ag 0, RXFP1 agonist 0.2%, D1 antag 1, D1 PAM 1, Apoferritin bind 42%[activator], RXFP1 antag -3, TRHR enhancer 1, D2 PAM 2 and TRHR ag -0.1.
Screening COc1cc2c(=O)n(CCC(=O)NCC3CCCO3)c(=O)n(CC(=O)Nc3ccc(C)cc3C)c2cc1OC (stereo not given) returned D1 ag 1&0, RXFP1 agonist 5.0%&9.9%, D1 antag 4&6, D1 PAM 1&0, Apoferritin bind -9%&110%, RXFP1 antag -5&-13, TRHR enhancer 1&-6, D2 PAM 16&4 and TRHR ag 0.0&-0.3.
`O=C(CCC(=O)N/N=C/c1ccccc1O)NCc1ccccc1` gave D1 ag 0, RXFP1 agonist 5.4%, D1 antag -1, D1 PAM -6, Apoferritin bind 1%, RXFP1 antag -8, TRHR enhancer 0, D2 PAM -3 and TRHR ag 0.0.
For Cn1nc(C(C)(C)C)cc1C(=O)NCc1ccc2c(c1)OCO2 the results were D1 ag 15, RXFP1 agonist -0.9%, D1 antag -13, D1 PAM -3, Apoferritin bind -4%, RXFP1 antag -3, TRHR enhancer -3, D2 PAM 14 and TRHR ag -0.4.
For Cc1ccccc1N1CCN(C2CCCN(C(=O)CCN3CCCCO3)C2)CC1 (stereo not given) the results were D1 ag 2, RXFP1 agonist -1.3%, D1 antag -2, D1 PAM 2, Apoferritin bind -6%, RXFP1 antag 8, TRHR enhancer 1, D2 PAM 8 and TRHR ag -0.4.
COc1cc2c(C(=O)NCc3ccc4c(c3)OCO4)cn(C)c(=O)c2cc1OC was read as D1 ag 0, RXFP1 agonist 2.8%, D1 antag -31*, D1 PAM -4, Apoferritin bind -4%, RXFP1 antag -5, TRHR enhancer 7, D2 PAM 4 and TRHR ag 0.5.
CCCCN(C(=O)c1cc2ccccc2o1)c1c(N)n(CCC)c(=O)[nH]c1=O was read as D1 ag 3, RXFP1 agonist 0.5%, D1 antag 0, D1 PAM -6, Apoferritin bind 0%, RXFP1 antag -8, TRHR enhancer -1, D2 PAM 16 and TRHR ag 0.0.
Screening CCC(C)NC(=O)c1ccccc1-c1nc2ccccc2[nH]1 (stereo not given) returned D1 ag 2, RXFP1 agonist -0.9%, D1 antag -7, D1 PAM -7, Apoferritin bind -4%, RXFP1 antag 9, TRHR enhancer 3, D2 PAM 1 and TRHR ag -0.6.
Screening Cc1ccc(C2CC(=O)C(C=NCCN3CCN(CC(=O)Nc4cc(C)cc(C)c4)CC3)=C(O)C2)cc1 (stereo not given) returned D1 ag 4, RXFP1 agonist 0.6%, D1 antag -4, D1 PAM -2, Apoferritin bind -7%, RXFP1 antag -4, TRHR enhancer 14, D2 PAM -5 and TRHR ag -1.1.
For CCOC(=O)c1cc(-c2ccccc2)sc1NC(=O)COC(=O)c1cccc(S(N)(=O)=O)c1 the results were D1 ag 3, RXFP1 agonist 13%, D1 antag 2, D1 PAM 4, Apoferritin bind -5%, RXFP1 antag -20, TRHR enhancer 2, D2 PAM -2 and TRHR ag 0.0.
For O=C(Nc1ncccc1O)c1ccc2c(c1)OCO2 the results were D1 ag 1, RXFP1 agonist 2.8%, D1 antag 14, D1 PAM 1, RXFP1 antag 14, TRHR enhancer 0, D2 PAM -2 and TRHR ag 0.1.
For COc1cc2c(cc1NC(=O)CSc1nnc(Cc3cccs3)n1Cc1ccco1)oc1ccccc12 the results were D1 ag 7, RXFP1 agonist -1.0%, D1 antag 8, D1 PAM 9, Apoferritin bind 0%, RXFP1 antag -10, TRHR enhancer -4, D2 PAM -2 and TRHR ag -0.7.
For O=C1Nc2ccccc2S/C1=C/NCc1ccccc1Cl the results were D1 ag -1, RXFP1 agonist 0.3%, D1 antag 14, D1 PAM -5, Apoferritin bind -12%, RXFP1 antag -8, TRHR enhancer 4, D2 PAM 7 and TRHR ag -0.5.
O=C(NC(=S)Nc1cccc2ncccc12)c1ccccc1 was read as D1 ag 10, RXFP1 agonist 4.0%, D1 antag 6, D1 PAM -2, Apoferritin bind -9%, RXFP1 antag 17, TRHR enhancer 4, D2 PAM 6 and TRHR ag -0.2.
CN(c1ccc(C(=O)NCc2ccccn2)cc1)S(C)(=O)=O was read as D1 ag 7, RXFP1 agonist -0.2%, D1 antag -1, D1 PAM 5, Apoferritin bind -4%, RXFP1 antag -1, TRHR enhancer -3, D2 PAM 42* and TRHR ag 1.0.
For NS(=O)(=O)c1ccc(N/N=C/c2ccncc2)cc1 the results were D1 ag 6, RXFP1 agonist 1.6%, D1 antag -15, Apoferritin bind 2%, RXFP1 antag 3, TRHR enhancer -4, D2 PAM 11 and TRHR ag 0.6.
CCc1nnc(NC(=O)CSc2nnc(CNc3ccc(OC)cc3)n2CC)s1 was read as D1 ag 1, RXFP1 agonist -1.9%, D1 antag -15, D1 PAM 12, Apoferritin bind -8%, RXFP1 antag -7, TRHR enhancer 4, D2 PAM 4 and TRHR ag 0.1.
`O=C(Nc1ccc(S(=O)(=O)Nc2ccnn2-c2ccccc2)cc1)C(F)(F)F` gave D1 ag 2, RXFP1 agonist -1.1%, D1 antag 1, D1 PAM -4, Apoferritin bind 3%, RXFP1 antag 7, TRHR enhancer 13, D2 PAM 7 and TRHR ag -1.4.
For CCOc1c(C(=O)CC)cc2c(C)cc(=O)oc2c1C the results were D1 ag -1, RXFP1 agonist -1.2%, D1 antag 1, D1 PAM -4, Apoferritin bind -12%, RXFP1 antag -9, TRHR enhancer 0, D2 PAM 3 and TRHR ag -0.2.
Screening O=C(NCCc1ccc(Cl)cc1)C1CCC(=O)N(C2CCCCCC2)C1 (stereo not given) returned D1 ag 1, RXFP1 agonist 3.5%, D1 antag 33, D1 PAM 8, Apoferritin bind -8%, RXFP1 antag -4, TRHR enhancer -2, D2 PAM 7 and TRHR ag 0.9.

For reference, 4 of the compounds above.
For COc1cc2c(cc1NC(=O)CSc1nnc(Cc3cccs3)n1Cc1ccco1)oc1ccccc12 the results were D1 ag 7, RXFP1 agonist -1.0%, D1 antag 8, D1 PAM 9, Apoferritin bind 0%, RXFP1 antag -10, TRHR enhancer -4, D2 PAM -2 and TRHR ag -0.7.
For O=C1Nc2ccccc2S/C1=C/NCc1ccccc1Cl the results were D1 ag -1, RXFP1 agonist 0.3%, D1 antag 14, D1 PAM -5, Apoferritin bind -12%, RXFP1 antag -8, TRHR enhancer 4, D2 PAM 7 and TRHR ag -0.5.
O=C(NC(=S)Nc1cccc2ncccc12)c1ccccc1 was read as D1 ag 10, RXFP1 agonist 4.0%, D1 antag 6, D1 PAM -2, Apoferritin bind -9%, RXFP1 antag 17, TRHR enhancer 4, D2 PAM 6 and TRHR ag -0.2.
CN(c1ccc(C(=O)NCc2ccccn2)cc1)S(C)(=O)=O was read as D1 ag 7, RXFP1 agonist -0.2%, D1 antag -1, D1 PAM 5, Apoferritin bind -4%, RXFP1 antag -1, TRHR enhancer -3, D2 PAM 42* and TRHR ag 1.0.

Returning to the listing with the 2 entries that preceded the break.
For CCOc1c(C(=O)CC)cc2c(C)cc(=O)oc2c1C the results were D1 ag -1, RXFP1 agonist -1.2%, D1 antag 1, D1 PAM -4, Apoferritin bind -12%, RXFP1 antag -9, TRHR enhancer 0, D2 PAM 3 and TRHR ag -0.2.
Screening O=C(NCCc1ccc(Cl)cc1)C1CCC(=O)N(C2CCCCCC2)C1 (stereo not given) returned D1 ag 1, RXFP1 agonist 3.5%, D1 antag 33, D1 PAM 8, Apoferritin bind -8%, RXFP1 antag -4, TRHR enhancer -2, D2 PAM 7 and TRHR ag 0.9.
`O=C(CSc1nc(-c2ccccc2)c(-c2ccccc2)o1)NC1CCS(=O)(=O)C1` (stereo not given) gave D1 ag 3, RXFP1 agonist 1.4%, D1 antag -2, D1 PAM -1, Apoferritin bind -9%, RXFP1 antag -2, TRHR enhancer 15, D2 PAM 16 and TRHR ag 0.3.
For CC(C)(C)n1nc2c(c1NC(=O)Cc1ccc(Cl)cc1)CS(=O)(=O)C2 the results were D1 ag 3, RXFP1 agonist 0.0%, D1 antag 5, D1 PAM 1, Apoferritin bind -3%, RXFP1 antag -6, TRHR enhancer 2, D2 PAM -3 and TRHR ag 0.6.
`CCCNc1nc2ccccc2c(=O)[nH]1` gave D1 ag 1, RXFP1 agonist 2.2%, D1 antag 3, D1 PAM 6, Apoferritin bind 0%, RXFP1 antag 0, TRHR enhancer -7, D2 PAM -1 and TRHR ag 0.0.
Cn1c(=O)c2c(ncn2CCCc2ccccc2)n(C)c1=O was read as D1 ag 3, RXFP1 agonist 2.5%, D1 antag 13, D1 PAM -8, Apoferritin bind -11%, RXFP1 antag -7, TRHR enhancer -2, D2 PAM 14 and TRHR ag -0.6.
`COc1cc(/C=N/NC(=O)Cn2nnc3ccccc32)ccc1O` gave D1 ag 1, RXFP1 agonist -1.0%, D1 antag 5, D1 PAM -4, Apoferritin bind -11%, RXFP1 antag 10, TRHR enhancer 8, D2 PAM -2 and TRHR ag 1.9.

Bioassay records (PubChem BioAssay)
